PAX8 reporter: inhibitors of PAX8 transcriptional activity in RMG-I cells; inhibition, % at 12.6 µM; RMG-I TPO-luciferase reporter, SteadyGlo, 24 h; AID 652154; hit rate 1.2% among 360,000;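 active = mean replicate inhibition at least 60% with every replicate also reaching 60%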;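 note: luciferase light reporting Pax8 driven TPO promoter activity; plate controls were median of neutral control wells for no effect and mitoxantrone controls for full effect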
EWS-Fli inh: blocks EWS/Fli oncoprotein-driven transcription | A673 NR0B1-luciferase reporter, viability-normalised | inhibition, % at 12.6 µM | hit rate 0.67% among 350,000 | AID 651661;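 active = mean inhibition of at least 50% after viability correction, with every replicate also passing that limit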;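 note: firefly luciferase signal divided by Alamar Blue viability fluorescence both relative to DMSO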
CASP6 VEID inh: caspase-6 (human) enzyme inhibition. P55212. purified caspase-6, Z-VEID-R110 cleavage fluorescence. inhibition, % at 12.5 µM. hit rate 0.53% among 350,000. AID 686996;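 active = mean inhibition across replicates at least about 35%, with every replicate also reaching that limit, limit read from the data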;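 note: 0% = median of neutral control wells and 100% = no fluorescence left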
Target sequence (P55212 24-179 limits assumed): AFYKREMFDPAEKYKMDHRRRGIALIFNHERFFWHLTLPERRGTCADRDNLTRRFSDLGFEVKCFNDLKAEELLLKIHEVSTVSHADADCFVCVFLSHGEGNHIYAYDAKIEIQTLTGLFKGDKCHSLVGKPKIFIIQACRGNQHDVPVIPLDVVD
Target sequence (P55212 194-293 limits assumed): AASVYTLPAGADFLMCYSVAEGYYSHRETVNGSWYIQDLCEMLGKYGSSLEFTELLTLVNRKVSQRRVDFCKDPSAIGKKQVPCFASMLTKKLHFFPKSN
FN deposit inh: fibronectin deposition inhibition. inhibition, % at 12.6 µM. hit rate 0.086% among 350,000. AID 743247. AH1F fibroblasts, Alexa488-fibronectin deposition fluorescence, overnight;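 active = mean inhibition across replicates of 30% or more, regardless of how many single replicates reach that level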;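 note: positive control wells lacked labelled fibronectin entirely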
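Material – AH1F fibroblast monolayer, labelled fibronectin deposition · Reagent – labelled fibronectin 24 nM · Timing – 1 h adhesion, overnight exposure · Measured by – fluorescence at 485 nm excitation, 525 nm emission · Read-out – inhibition of fibronectin deposition signal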
LGR2 antag: Drosophila LGR2 receptor signaling inhibition; HEK293 LGR2, CRE-luciferase, bursicon-stimulated, 4 h; inhibition, % at 9.99 µM; hit rate 0.35% among 380,000;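 active = drop in luminescence signal, shown as inhibition above about 50% in the replicate tests, limit read from the data, passing the limit was not always enough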;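 note: agonist challenge used bursicon conditioned medium at about half maximal strength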
miR-122 sensor: miR-122 inhibition in Huh7 cells; Huh7 miR-122 Renilla luciferase sensor, 48 h; neutral wells = 0, positive control = 100; hit rate 0.3% among 340,000; activation (reporter increase), % at 12.5 µM;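 active = mean replicate activation score at least 90 and every replicate individually at or above 90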;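 note: higher luciferase means less miR-122 activity so hits act as miR-122 inhibitors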
Cneo AK release: causes C. neoformans cell lysis; adenylate kinase release luminescence, 4 h; normalised: neutral wells 0, clomiphene wells 100; AID 651654; lysis activity, % at 15 µM; hit rate 0.2% among 360,000;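 active = mean lysis activity across replicates of at least 80%, whatever share of replicates individually reach that level; inactive = mean lysis activity below 80%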
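Material: C. neoformans cells; Schedule: 4 h static compound exposure, 37 °C, read 1 h post-reagent; Measured by: adenylate kinase release luminescence; Read-out: signal increase indicating cell lysis; Controls: Clomiphene as positive lysis control.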
PGC1a acetyl inh: lowers PGC1a acetylation signal in U2OS cells | AlphaScreen anti-acetyl-lysine; with virally co-expressed GCN5 acetyltransferase | inhibition, % at 15.6 µM | hit rate 0.17% among 350,000;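 active = every replicate shows inhibition of at least 40%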;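 note: 0% = neutral control wells and 100% = positive control wells; some results beyond the cut were filed as inactive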
The depositor's hits bear a star; . = no result given; & = joins results of further samples; [ ] = remark or other dose.

1	CCC1CCCCN1Cc1ccc(OC)c(OC)c1 (configuration not stated)
2	Cc1c(C(=O)OCC(=O)Nc2c(C)n(C)n(-c3ccccc3)c2=O)cccc1[N+](=O)[O-]
3	C[C@H]1CN([C@@H](C)CO)C(=O)CCCn2cc(nn2)CO[C@@H]1CN(C)C(=O)NC1CCCCC1
4	COc1cc2c(cc1OC)C(c1cccc(Cl)c1Cl)CC(=O)N2 (configuration not stated)
5	COc1ccc(NC(=O)Nc2nc(C(N)CC(C)C)cs2)cc1 (configuration not stated)
6	Cc1c(NC(=O)COC(=O)C23CC4CC(CC(Br)(C4)C2)C3)c(=O)n(-c2ccccc2)n1C
7	Cc1ccc2cc(/C=N/Nc3nc4ccccc4[nH]3)c(Cl)nc2c1
8	O=C(CCC(=O)Nc1ccccc1Cl)NNC(=O)NC1CCCCC1

screen / no.	1	2	3	4	5	6	7	8
PAX8 reporter	.	9.7	-3.1&-27.9	-3.2	-12.7	25.1	-52.9	0.5
EWS-Fli inh	-3.0	6.0	1.6&-4.7	-8.1	6.1	-2.3	6.7	.
CASP6 VEID inh	1.6	1.1	-1.8&1.0	-2.0	0.7	-3.6	1.3	1.1
FN deposit inh	.	10.3	-1.1&4.4	1.7	6.2	-21.6	.	4.6
LGR2 antag	.	3.3	0.4	0.6	9.0	9.2	-54.2	2.8
miR-122 sensor	-6.4	.	-0.7[16.7 µM]	3.9	-2.7	-1.4	.	-4.1
Cneo AK release	.	.	0.6&1.1	0.9	-1.5	0.7	.	-0.7
PGC1a acetyl inh	7.5	.	12.9&-17.4	-2.2	-19.6	2.0	.	0.4

Results in sequence from the list.
PAX8 reporter for entries 1–8: ., 9.7, -3.1&-27.9, -3.2, -12.7, 25.1, -52.9, 0.5

Going on with the list.
9	Cc1cn([C@H]2C[C@H](O)[C@@H](CCC(=O)NCc3ccccc3)O2)c(=O)[nH]c1=O
10	CC(C)Oc1ccccc1C1CC(=O)Nc2cc3c(cc21)OCO3 (configuration not stated)
11	CCC1(C)COC(c2ccc3c(c2)OCO3)OC1 (configuration not stated)
12	Cc1cc(NC(=O)CSc2nnc(COc3ccccc3)n2Cc2ccco2)no1
13	CCOC(=O)C1CCCN(C2CCN(Cc3nc(-c4ccccc4)no3)CC2)C1 (configuration not stated)
14	O=S(=O)(NC1CCCCCC1)c1cccc(Cl)c1
15	C#CCn1ccc(O)c(Cc2c(F)cccc2Cl)c1=O
16	O=[N+]([O-])c1cccc(S(=O)(=O)Nc2cccc(-c3ccc(N4CCCC4)nn3)c2)c1

screen / no.	9	10	11	12	13	14	15	16
PAX8 reporter	-6.3	68.3*	-19.6	.	-4.0	.	-20.3	-23.4
EWS-Fli inh	4.1	.	-32.5	.	0.0	-1.0	7.1	-22.9
CASP6 VEID inh	-0.4	.	-2.8	.	-0.7	-0.8	-0.6	6.4
FN deposit inh	0.4	.	.	.	-20.2	1.5	4.5	-3.9
LGR2 antag	1.7	.	4.0	-14.6	-0.6	9.9	4.9	-0.7
miR-122 sensor	-7.4	34.6	3.8	-1.8	-4.3	.	-0.6	14.2
Cneo AK release	-0.5	0.9	0.2	-0.5	-5.8	-7.9	-0.6	-9.5
PGC1a acetyl inh	6.9	-23.7	-4.5	10.5	-15.7	1.8	-8.3	5.5

17	Cc1ccc2nsnc2c1NS(=O)(=O)c1c(C)ccc2nsnc12
18	COc1ccc(NC(=O)N[C@H]2CC[C@@H](CCn3cc(-c4ccccc4)nn3)O[C@H]2CO)cc1
19	Cc1ccc(NCC(=O)Nc2cccc(F)c2)cc1S(=O)(=O)N1CCCCCC1
20	CCN(CC)C(=O)Cn1cnc2sc(C(=O)N3CCN(Cc4ccc5c(c4)OCO5)CC3)c(C)c2c1=O
21	C[C@H]1CN([C@@H](C)CO)C(=O)c2cc(C3=CCCC3)cnc2O[C@@H]1CN(C)C(=O)C1CCOCC1
22	CNC[C@H]1OCCCC[C@H](C)Oc2ccc(NC(=O)c3ccncc3)cc2C(=O)N([C@@H](C)CO)C[C@@H]1C
23	C[C@@H]1CCCCO[C@H](CN(C)C(=O)NC2CCCCC2)[C@@H](C)CN([C@H](C)CO)C(=O)c2cc(NS(=O)(=O)c3ccc(F)cc3)ccc2O1
24	O=C(CC1CC1)N1CC(=O)N2[C@@H](CO)[C@H](c3ccc(C#Cc4ccc(F)cc4)cc3)[C@@H]2C1

screen / no.	17	18	19	20	21	22	23	24
PAX8 reporter	-3.2	7.9	40.0	40.4	-15.0	-11.4	16.0	0.8
EWS-Fli inh	.	5.1	16.3	8.7	7.5	-6.4	-5.1	-2.7
CASP6 VEID inh	.	0.5	1.7	1.5	0.5	0.9	-3.1	3.4
FN deposit inh	9.9	.	-4.0	0.4	.	.	3.2	.
LGR2 antag	.	1.4	4.0	-25.9	1.5	18.5	-5.2	-19.0
miR-122 sensor	16.0	.	8.3	.	-14.4[16.7 µM]	3.5[16.7 µM]	11.9[16.7 µM]	.
Cneo AK release	0.0	0.6	1.7	.	5.9	56.8	-1.5	.
PGC1a acetyl inh	-3.4	-6.8	4.0	.	-3.3	10.8	0.7	-2.9

5 of the entries above in order of their number in CASP6 VEID inh, largest number first.
nr	Structure	CASP6 VEID inh
24	O=C(CC1CC1)N1CC(=O)N2[C@@H](CO)[C@H](c3ccc(C#Cc4ccc(F)cc4)cc3)[C@@H]2C1	3.4
19	Cc1ccc(NCC(=O)Nc2cccc(F)c2)cc1S(=O)(=O)N1CCCCCC1	1.7
20	CCN(CC)C(=O)Cn1cnc2sc(C(=O)N3CCN(Cc4ccc5c(c4)OCO5)CC3)c(C)c2c1=O	1.5
22	CNC[C@H]1OCCCC[C@H](C)Oc2ccc(NC(=O)c3ccncc3)cc2C(=O)N([C@@H](C)CO)C[C@@H]1C	0.9
18	COc1ccc(NC(=O)N[C@H]2CC[C@@H](CCn3cc(-c4ccccc4)nn3)O[C@H]2CO)cc1	0.5

Next structures.
25	O=C(Cn1cc2c(n1)CCCCC2)Nc1ccccc1Cl
26	O=C(c1ccc(F)cc1)N1CC[C@@H]2[C@H]1c1cc(-c3ccccc3F)ccc1N[C@@H]2CO
27	Cc1cccc(N2C(S)=C(C#N)C(=O)NC2c2cccs2)c1 (configuration not stated)
28	COc1cc(/C=C/C(=O)OCC(=O)Nc2ccccc2Cl)cc(OC)c1OC
29	COc1cccc(-c2ccc3c(c2)O[C@@H](CN(C)C(=O)C2CCOCC2)[C@@H](C)CN([C@@H](C)CO)S3(=O)=O)c1
30	COc1ccccc1N1CCN(C2CCCN(C(=O)c3cc(C4CC4)on3)C2)CC1 (configuration not stated)
31	C[C@H]1CCCCO[C@@H](CN(C)Cc2ccncc2)[C@@H](C)CN([C@@H](C)CO)C(=O)c2cc(NC(=O)Nc3ccc4c(c3)OCO4)ccc2O1
32	O=C(O)C1SCCN1S(=O)(=O)c1ccc2ccccc2c1 (configuration not stated)

screen / no.	25	26	27	28	29	30	31	32
PAX8 reporter	-3.2	8.1	8.6	-14.7	-3.1	3.0	-13.0	-10.5
EWS-Fli inh	-16.4	11.2	.	-2.9	0.4	-4.9	-54.0	.
CASP6 VEID inh	-3.6	2.7	.	-2.2	4.8	1.2	-0.6	.
FN deposit inh	-2.0	4.2	0.5	.	.	-1.4	.	9.4
LGR2 antag	-5.2	-7.8	-4.6	7.1	-2.7	8.4	5.5	.
miR-122 sensor	.	1.2[16.7 µM]	-1.1	4.5	4.7[16.7 µM]	-3.1	0.8[16.7 µM]	13.9
Cneo AK release	.	-0.9	0.3	.	0.7	-1.3	8.0	-0.1
PGC1a acetyl inh	6.6	5.9	4.1	-1.1	10.8	7.0	-1.2	-16.2

Brought forward from above: two compounds; new compounds follow.
31	C[C@H]1CCCCO[C@@H](CN(C)Cc2ccncc2)[C@@H](C)CN([C@@H](C)CO)C(=O)c2cc(NC(=O)Nc3ccc4c(c3)OCO4)ccc2O1
32	O=C(O)C1SCCN1S(=O)(=O)c1ccc2ccccc2c1 (configuration not stated)
33	COc1cccc(NC(=O)c2ccccc2-c2ccccc2C(=O)O)c1
34	CCOC(=O)COc1cc(OCC(=O)OCC)c2c3c(c(=O)oc2c1)CCCC3
35	C[C@H]1CN([C@@H](C)CO)C(=O)c2cc(Br)cnc2O[C@@H]1CN(C)C(=O)c1ccncc1
36	O=C(CNC1CCCCCC1)c1cccs1
37	C[C@H](CO)N1C[C@H](C)[C@H](CN(C)S(=O)(=O)c2ccc(Cl)cc2)OCCCC[C@H](C)Oc2ccc(NC(=O)CCCN(C)C)cc2C1=O
38	C[C@H](NC(=O)OC(C)(C)C)c1nnc(SCC(=O)Nc2cccc(Cl)c2)o1
39	COc1ccc(NC(=O)CCNS(=O)(=O)c2ccc(NC(C)=O)cc2)cc1Cl
40	CC(C)(C)OC(=O)NN=C(c1ccc(O)cc1)c1ccc(O)cc1

screen / no.	31	32	33	34	35	36	37	38	39	40
PAX8 reporter	-13.0	-10.5	12.7	-11.8	-9.1	21.2	10.8	-8.1	2.2	-9.9
EWS-Fli inh	-54.0	.	17.5	4.0	2.0&4.0	8.5	-17.6	0.5	-16.2	6.0
CASP6 VEID inh	-0.6	.	-3.6	3.0	2.1&2.0	-3.1	-0.8	6.7	-3.1	-0.8
FN deposit inh	.	9.4	-4.0	-2.8	-1.5&-0.8	-0.7	1.8	-0.3	-1.2	6.3
LGR2 antag	5.5	.	12.4	-13.5	12.5&23.0	2.4	-7.9	14.2	-3.8	0.7
miR-122 sensor	0.8[16.7 µM]	13.9	-0.8	-5.7	-3.2	.	5.7[16.7 µM]	-2.8	1.3	-0.3
Cneo AK release	8.0	-0.1	1.6	2.1	5.4	.	0.0	-0.1	5.6	-1.5
PGC1a acetyl inh	-1.2	-16.2	81.3*	0.1	7.1&0.8	.	6.0	6.7	-7.9	-5.1

41	C[C@H](CO)N1C[C@H](C)[C@H](CN(C)Cc2ccc(Oc3ccccc3)cc2)Oc2c(NC(=O)C3CCCCC3)cccc2C1=O
42	C=CCc1cc(Cl)ccc1OCCNCCOC
43	COc1cc(NC(=O)CNC(c2ccccc2)c2ccccc2)cc(OC)c1OC
44	CCc1cc2c(=O)c(-c3ccc4c(c3)OCCO4)coc2c(CN2CCCCC2C)c1O (configuration not stated)
45	CCNC(=O)C[C@@H]1CC[C@H]2[C@@H](COc3ccc(NC(=O)c4ccc(C(F)(F)F)cc4)cc3C(=O)N2C)O1
46	Cc1onc(-c2ccccc2Cl)c1C(=O)N1CCOC12CCN(c1cccc(F)n1)CC2
47	Cn1cc(CN2CC3C[C@@H]4CC2C[C@H](C3)C4)c(-c2ccc3c(c2)OCCO3)n1
48	CCS(=O)(=O)c1ccc(O)c(NC(=O)COc2ccc(Cl)cc2)c1

screen / no.	41	42	43	44	45	46	47	48
PAX8 reporter	.	2.7	-18.1	-9.1	11.3	-12.7	-4.8	5.9
EWS-Fli inh	15.3	-3.6	10.4	-52.5	-13.7	-3.4	-0.3	-14.7
CASP6 VEID inh	3.1	-1.8	-1.0	17.7	1.1	-1.5	-0.1	2.6
FN deposit inh	.	-3.8	.	-1.0	.	6.7	0.9	5.3
LGR2 antag	7.1	-6.2	3.2	-25.0	-12.7	.	-1.4	15.2
miR-122 sensor	6.8[16.7 µM]	.	-7.8	-17.6	-8.0[16.7 µM]	.	.	2.1
Cneo AK release	44.1	.	3.9	-5.7	-1.5	.	.	-0.4
PGC1a acetyl inh	9.0	.	-6.2	.	5.2	.	.	-13.1

From PubChem
